From PubChem BioAssay
hIAP inh: human IAP inhibitors, primary screen, biochemical, luminescence, uHTS; Intestinal-type alkaline phosphatase (Homo sapiens), P09923; purified IAP, CDP-Star luminescence, 30 min; inhibition, % at 10 µM; hit rate 0.12% among 330,000; AID 2544, 2010;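 active means inhibition reaching a set limit with compound at 10 µM in the primary screen, cut at about 35% in these data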;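 further: plate controls were DMSO wells with enzyme for no effect and no-enzyme buffer wells for full effect; values of inactives mirror those of a sister screen read the other way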
MIN6 prolif: inducers of MIN6 beta-cell proliferation, primary screen, ATP luminescence, uHTS | AID 2380, 2010 | MIN6 cells proliferation, ATPlite luminescence, 48 h; cells starved in 0.2% serum; 100% = growth in 10% serum | proliferation, % at 10 µM | hit rate 0.29% among 330,000;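 active means compounds whose signal lies at least 3.5 SD above the mean of all wells on their plate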;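 further: 0% = DMSO-treated cells in low-serum medium and 100% = 10% serum control; some compounds called inactive have numbers as strong as hits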
mIAP block: inhibitors of mouse IAP, primary screen, biochemical, luminescence, uHTS. intestinal alkaline phosphatase [Mus musculus]. purified mouse IAP, CDP-Star luminescence, 30 min. inhibition, % at 10 µM. hit rate 0.2% among 330,000;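 active means inhibition of at least 40% at 10 µM in the primary screen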;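 further: plate controls were DMSO with enzyme for no effect and no enzyme wells for full effect; values of inactives mirror those of a sister screen read the other way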
A3A deaminase: APOBEC3A ssDNA deaminase inhibitors, primary screen, selectivity assay for APOBEC3G inhibitor project, biochemical, FAM/TAMRA oligo cleavage fluorescence | DNA dC->dU-editing enzyme APOBEC-3A (Homo sapiens), P31941 | recombinant A3A, FAM/TAMRA ssDNA deamination fluorescence | inhibition, % at 20 µM | hit rate 0.41% among 330,000 | AID 493011, 2011;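 active means at least 40% inhibition at 20 µM here, with at most 30% in a related deaminase screen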;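 further: plate controls were A3A with DMSO for no effect and wells lacking A3A enzyme for full effect; some results filed as inactive read as strong as hits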
Target sequence (P31941 whole entry, looked up): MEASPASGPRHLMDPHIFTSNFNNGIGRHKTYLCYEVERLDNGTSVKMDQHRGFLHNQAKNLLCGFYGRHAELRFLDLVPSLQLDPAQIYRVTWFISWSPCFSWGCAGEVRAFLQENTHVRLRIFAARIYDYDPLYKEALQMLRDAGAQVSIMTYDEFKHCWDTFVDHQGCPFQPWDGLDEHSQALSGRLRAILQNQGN
NALP3 yeast inh: NALP3 inflammasome inhibitors in reconstituted yeast, primary screen, luminescence, uHTS | Yeast reconstituted NLRP3/ASC/caspase-1, beta-gal luminescence, 24 h | inhibition, % at 10 µM | hit rate 0.39% among 330,000;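 active means inhibition of 50% or more; inactive means inhibition below 50%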;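 further: plate controls were induced DMSO wells for no effect and uninduced yeast grown without galactose for full effect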
APOBEC3G inh: APOBEC3G DNA deaminase inhibitors, primary screen, biochemical, fluorescence, single-stranded DNA substrate, uHTS | DNA dC->dU-editing enzyme APOBEC-3G (Homo sapiens), Q9HC16 | recombinant A3G, ssDNA deamination FAM/TAMRA fluorescence | inhibition, % at 20 µM | hit rate 0.28% among 330,000;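 active means inhibition of at least 40% at 20 µM, with no more than 30% in the related APOBEC3A deaminase screen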;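 further: plate controls were DMSO wells with A3G for no effect and wells lacking A3G enzyme for full effect; some compounds called inactive have numbers as strong as hits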
Target sequence (Q9HC16 whole entry, looked up): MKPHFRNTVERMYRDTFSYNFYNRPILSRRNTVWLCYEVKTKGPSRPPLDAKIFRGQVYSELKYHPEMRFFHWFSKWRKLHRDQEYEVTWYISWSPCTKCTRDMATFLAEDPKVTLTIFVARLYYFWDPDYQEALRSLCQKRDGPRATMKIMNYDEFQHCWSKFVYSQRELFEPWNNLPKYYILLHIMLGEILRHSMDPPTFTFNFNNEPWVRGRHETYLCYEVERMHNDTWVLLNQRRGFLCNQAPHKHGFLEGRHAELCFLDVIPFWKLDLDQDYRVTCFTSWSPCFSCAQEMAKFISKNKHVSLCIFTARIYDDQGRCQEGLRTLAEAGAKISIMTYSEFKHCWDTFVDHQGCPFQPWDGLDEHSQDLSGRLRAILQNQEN
hIAP act: human IAP activators, primary screen, biochemical, luminescence, uHTS; purified human IAP, CDP-Star luminescence, 30 min; hits give high values; 1 = vehicle-only enzyme, 0 = enzyme-free background; hit rate 0.16% among 330,000; Intestinal-type alkaline phosphatase (Homo sapiens), P09923; AID 2524, 2010; activation factor at 10 µM;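 active means activation factor of the enzyme at least 2-fold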; further: the source names both 10 and 20 µM as test concentration; values of inactives mirror those of a sister screen read the other way
SENP1 inh: human SENP1 catalytic domain inhibitors, primary screen, biochemical, FRET, uHTS; hit rate 0.21% among 360,000; Sentrin-specific protease 1 (Homo sapiens), Q9P0U3; inhibition, % at 10 µM; recombinant SENP1 catalytic domain, CyPet-SUMO1-YPet FRET cleavage;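 active means inhibition at least 30% at 10 µM, raw YFP signal under a set limit, fluorescence ratio 0.5 to 1.5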;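 further: 0% = enzyme with DMSO and 100% = no enzyme wells; some results filed as inactive read as strong as hits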
Target sequence (Q9P0U3 419-644 limits assumed): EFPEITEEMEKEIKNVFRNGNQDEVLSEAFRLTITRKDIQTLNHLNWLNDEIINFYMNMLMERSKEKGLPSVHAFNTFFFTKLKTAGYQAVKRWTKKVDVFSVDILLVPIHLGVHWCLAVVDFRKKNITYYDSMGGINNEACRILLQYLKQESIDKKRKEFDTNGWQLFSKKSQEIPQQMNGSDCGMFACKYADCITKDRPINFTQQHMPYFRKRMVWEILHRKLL
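Test system: hSENP1 catalytic domain, recombinant; Amount: 20 pM final SENP1 enzyme; Medium: Tris pH 8 buffer plus EDTA, NaCl, BME, BSA, NP40, catalase; Schedule: 50 min enzyme reaction, room temperature, light-protected; Technique: FRET fluorescence in CFP and YFP emission channels; Controls: no-enzyme wells low, DMSO-plus-enzyme wells high control.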
mIAP activ: activators of mouse IAP, primary screen, biochemical, luminescence, uHTS. intestinal alkaline phosphatase [Mus musculus]. muIAP, CDP-Star luminescence, 30 min; hits give high values; 1 = vehicle-only enzyme signal, 0 = enzyme-free wells. activation factor at 10 µM. hit rate 0.24% among 330,000;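 active means activation factor of at least 2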; further: the source names both 10 and 20 µM as test concentration; values of inactives mirror those of a sister screen read the other way
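Assay system: mouse IAP enzyme / Compound: DMSO-dissolved test compounds / Timing: 30 min, room temperature / Measured by: luminescence from enzymatic CDP-Star hydrolysis / Control set: DMSO-only wells, enzyme-free buffer wells as negative control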
Numbers without * were called inactive; x = no result given. An excerpt (hit frequency here may not be typical).

A first look (10 entries):
SMILES	hIAP inh	MIN6 prolif	mIAP block	A3A deaminase	NALP3 yeast inh	APOBEC3G inh	hIAP act	SENP1 inh	mIAP activ
COc1ccccc1N1C(=O)CC(Sc2ccccc2N)C1=O (stereo not given)	0	1	6	-1	13	-4	1	2	0.94
CC(C)(C)Nc1nc2nonc2nc1NC(C)(C)C	6	-4	-8	-2	21	-7	0.94	1	1.1
O=C(CN1CCN(c2ccccn2)CC1)Nc1ccc(Br)cc1	17	5	6	-4	25	-7	0.83	-1	0.94
Cc1noc(C)c1S(=O)(=O)N1CCC2(CC1)OCCO2	8	2	-1	-3	-4	-4	0.93	-1	1
COC(=O)c1ccc(N2CCN(S(=O)(=O)c3c(C)cc(C)cc3C)CC2)c([N+](=O)[O-])c1	-8	-2	9	-2	34	-1	1.1	0	0.91
COC(=O)c1ccc(CNC(=O)Cn2cnc3c(OCc4ccccc4)ncnc32)cc1	4	0	1	-2	22	-7	0.96	2	0.99
CC1=NNC(=O)/C1=C\c1cn(-c2ccccc2)nc1-c1cccs1	-38	-6	9	1	54*	-2	1.4	2	0.91
CCc1cccc(C)c1NC(=O)CO/N=C(\C)c1cc2ccccc2o1	3	-1	4	1	24	-5	0.97	2	0.96
Cc1ccc(N2CC(C(=O)OCC(=O)NNC(=O)c3ccccc3)CC2=O)cc1 (stereo not given)	-18	-2	6	2	17	-4	1.2	2	0.94
Cc1ccc(NC(=O)CN(C)CC(=O)Nc2ccc(N3CCOCC3)cc2)c([N+](=O)[O-])c1	-21	-2	1	4	24	-2	1.2	1	0.99

The whole of this part (from the top)
SMILES	hIAP inh	MIN6 prolif	mIAP block	A3A deaminase	NALP3 yeast inh	APOBEC3G inh	hIAP act	SENP1 inh	mIAP activ
COc1ccccc1N1C(=O)CC(Sc2ccccc2N)C1=O (stereo not given)	0	1	6	-1	13	-4	1	2	0.94
CC(C)(C)Nc1nc2nonc2nc1NC(C)(C)C	6	-4	-8	-2	21	-7	0.94	1	1.1
O=C(CN1CCN(c2ccccn2)CC1)Nc1ccc(Br)cc1	17	5	6	-4	25	-7	0.83	-1	0.94
Cc1noc(C)c1S(=O)(=O)N1CCC2(CC1)OCCO2	8	2	-1	-3	-4	-4	0.93	-1	1
COC(=O)c1ccc(N2CCN(S(=O)(=O)c3c(C)cc(C)cc3C)CC2)c([N+](=O)[O-])c1	-8	-2	9	-2	34	-1	1.1	0	0.91
COC(=O)c1ccc(CNC(=O)Cn2cnc3c(OCc4ccccc4)ncnc32)cc1	4	0	1	-2	22	-7	0.96	2	0.99
CC1=NNC(=O)/C1=C\c1cn(-c2ccccc2)nc1-c1cccs1	-38	-6	9	1	54*	-2	1.4	2	0.91
CCc1cccc(C)c1NC(=O)CO/N=C(\C)c1cc2ccccc2o1	3	-1	4	1	24	-5	0.97	2	0.96
Cc1ccc(N2CC(C(=O)OCC(=O)NNC(=O)c3ccccc3)CC2=O)cc1 (stereo not given)	-18	-2	6	2	17	-4	1.2	2	0.94
Cc1ccc(NC(=O)CN(C)CC(=O)Nc2ccc(N3CCOCC3)cc2)c([N+](=O)[O-])c1	-21	-2	1	4	24	-2	1.2	1	0.99
C/C(=C\c1ccccc1)CN1CCN(c2ccccc2F)CC1	0	-1	0	-3	0	-3	1	1	1
Cc1ccc(CON=C2CCN(c3ncc(C(F)(F)F)cc3Cl)CC2)cc1	-2	-6	2	-1	22	-5	1	0	0.98
CCN(CCNC(=O)c1cc(C)nn1-c1ccccc1)c1ccccc1	10	-3	-11	-4	-3	-5	0.9	2	1.1
CN1CCN(C(=O)c2ccc3c(=O)n(Cc4ccco4)c(=S)[nH]c3c2)CC1	-5	1	8	-3	9	-2	1	2	0.92
Cc1ccc(C)c(NC(=O)CCC(=O)NNC(=O)c2cccs2)c1	3	0	13	-2	8	-4	0.97	1	0.87
CN1CCN(NC(=O)CN2C(=O)/C(=C/c3ccccc3F)SC2=S)CC1	9	0	16	-3	-4	-7	0.91	x	0.84
Cc1cc(-c2csc(NC(=O)c3ccc(S(=O)(=O)N(C)C)cc3)n2)c(C)n1-c1ccccc1	3	-2	26	0	-17	-10	0.97	28	0.74
Brc1ccc(CSc2ccc3nnc(-c4ccccn4)n3n2)cc1	8	-1	2	1	4	-3	0.92	0	0.97
O=C(COC(=O)/C=C/c1ccccc1)Nc1cc(C(F)(F)F)ccc1N1CCOCC1	15	3	9	-2	-16	-3	0.85	3	0.91
O=[N+]([O-])c1ccccc1S(=O)(=O)c1ccccc1[N+](=O)[O-]	13	0	-8	-4	4	-10	0.87	1	1.1
Cc1ccc(-n2nc3c(c2NC(=O)c2ccc(Br)o2)CSC3)c(C)c1	14	-2	9	-3	17	-7	0.86	-13	0.91
CCNC(=O)CC1SC(=Nc2ccc(C)c([N+](=O)[O-])c2)N(C)C1=O (stereo not given)	-2	-1	-6	0	10	-1	1	1	1.1
Cc1ccc(-n2cnnn2)c(S(=O)(=O)N2CCOCC2)c1	-3	-1	10	-1	12	-5	1	0	0.9
O=C(Nc1nnc(SCC(=O)N2CCOCC2)s1)C1CC(=O)N(c2ccc(F)cc2)C1 (stereo not given)	-19	0	8	-1	17	-5	1.2	0	0.92
COC(=O)CSc1nnc(-c2ccccn2)n1Cc1ccco1	-2	-1	-12	1	5	0	1	0	1.1
COc1ccccc1Nc1nc(N(C)c2ccccc2)nc(N)c1[N+](=O)[O-]	8	-6	19	3	5	-3	0.92	2	0.81
Cc1cccnc1NC(=O)CNC(=O)c1ccccc1	-7	-2	3	3	15	2	1.1	-2	0.97
CC12CC3CC(C)(C1)CC(C(=O)N1CCN(C(=O)C4CCCO4)CC1)(C3)C2 (stereo not given)	-13	-2	2	-1	12	-3	1.1	0	0.97
O=C(CN(c1ccc2c(c1)OCCO2)S(=O)(=O)c1ccccc1)NCc1ccco1	-2	-1	-5	0	9	-1	1	1	1
Cc1cc(NC(=O)C2CCC2)n(-c2ccccn2)n1	2	5	-8	-4	22	-5	0.98	0	1.1
O=[N+]([O-])c1ccc(NCc2ccccn2)nc1	-15	-2	6	-1	15	-2	1.2	-37	0.94
COc1ccc(NC(=O)NCCc2c[nH]c3ccccc23)c(OC)c1	8	2	-5	-1	-4	0	0.92	2	1
O=C(Cn1cnc2ccccc2c1=O)c1ccc(OC(F)F)cc1	1	0	7	5	42	-1	0.99	-1	0.93
Cc1ccc(S(=O)(=O)Nc2cccc3c2CCCC3)cc1	-4	-3	3	-3	22	-9	1	1	0.97
OCC1CCCN(c2nc(CN3CCCCC3)nc3scc(-c4ccccc4)c23)C1 (stereo not given)	2	-1	7	1	11	7	0.98	-10	0.93
CN1CCN(c2ccc(NC(=O)c3ccc(-c4ccccc4F)o3)cc2)CC1	16	-8	-5	1	26	-4	0.84	1	1.1
O=C(Nc1cccc(-c2cscn2)c1)C1CCN(Cc2ccccn2)CC1	-43	7	-3	-2	0	-6	1.4	-5	1
CCOc1ccc(N(C(=O)c2cnsn2)C(C(=O)NC2CCCCC2)c2ccncc2)cc1 (stereo not given)	-4	-1	-5	-1	-2	-2	1	2	1.1
CCOC(=O)/C(=N/Nc1ccccc1)Sc1nnnn1-c1ccc(C)cc1	-15	-3	0	0	12	-6	1.2	4	0.99
COc1cccc(/C=C/C(=O)NCc2cn3cc(Cl)ccc3n2)c1OC	-5	-1	-1	-2	6	-6	1	2	1
O=C(COC(=O)CCN1C(=O)C2CC=CCC2C1=O)Nc1ccc(Cl)cc1F (stereo not given)	2	-1	-20	-2	25	-6	0.98	1	1.2
CCOC(=O)C(C)c1c(C)[nH]c(=S)[nH]c1=O (stereo not given)	10	2	-6	13	16	-3	0.9	0	1.1
CS(=O)(=O)OCCCCOS(C)(=O)=O	-5	-5	-2	2	14	-5	1.1	1	1
O=C(O)c1ccccc1-c1ccccc1C(=O)NNc1ccccc1	-5	0	-1	-2	13	-9	1.1	1	1
CC1Cc2cc(/C(O)=C3\C(=O)C(=O)N(CCN4CCOCC4)C3c3ccccc3F)ccc2O1 (stereo not given)	10	-1	12	-5	11	-4	0.9	-5	0.88
O=C(COC(=O)[C@@H]1CC(O)CN1S(=O)(=O)c1ccccc1[N+](=O)[O-])c1ccccc1 (stereo not given in full)	-5	-2	2	-1	8	-9	1.1	-1	0.98
COc1cc2ccccc2cc1C(=O)OCC(=O)N(CC(C)C)c1c(N)n(Cc2ccccc2)c(=O)[nH]c1=O	-8	-4	1	-2	18	-12	1.1	-2	0.99
Cc1cc(C)c2cc(CN(Cc3ccc4c(c3)OCO4)Cc3nnnn3Cc3ccco3)c(=O)[nH]c2c1	2	-5	6	3	5	-1	0.98	-10	0.94
[O-]/[N+](=C/c1ccc(F)cc1)c1ccc(Cl)cc1	-4	2	6	0	-8	-4	1	2	0.94
Cc1cc(Cl)c2oc(C(=O)N3CCN(c4ccncc4)CC3)c(C)c2c1	-21	-7	8	4	25	1	1.2	0	0.92
Further structures:
SMILES	hIAP inh	MIN6 prolif	mIAP block	A3A deaminase	NALP3 yeast inh	APOBEC3G inh	hIAP act	SENP1 inh	mIAP activ
COC(=O)c1c(C(=O)OC)n(CCCN)c2ccc(C)cc12	3	-3	-5	0	42	-3	0.97	2	1
CNC(=O)c1c(NC(=O)C2=COCCO2)sc2c1CCN(C(=O)OC)C2	-7	2	5	-6	16	-10	1.1	0	0.95
CC(C)(C)NC(=O)C(c1ccc(O)cc1)N(Cc1ccco1)C(=O)Cn1nnc(-c2cccs2)n1 (stereo not given)	-10	-4	0	-5	17	-7	1.1	-1	1
CCCn1c2ccccc2c2nc3ccccc3nc21	-11	-1	-4	1	-17	1	1.1	-20	1
O=C(COc1ccc(Br)cc1)N1CCc2ccccc2C1	-5	-3	4	0	24	-6	1.1	0	0.95
